# GluA2 TARP mod = GluA2-stargazin AMPA receptor complex modulation; AID 1259245; HEK293 GluA2+stargazin, membrane potential dye (FDSS), glutamate EC50; hits were called plate by plate, in both directions; 40,000 tested, 3.5% active; calls only at 30 µM;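 active = any of four per-well response measures lying three or more SD from its plate-wide compound average, in either direction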
# Target sequence (O88602 whole entry, looked up): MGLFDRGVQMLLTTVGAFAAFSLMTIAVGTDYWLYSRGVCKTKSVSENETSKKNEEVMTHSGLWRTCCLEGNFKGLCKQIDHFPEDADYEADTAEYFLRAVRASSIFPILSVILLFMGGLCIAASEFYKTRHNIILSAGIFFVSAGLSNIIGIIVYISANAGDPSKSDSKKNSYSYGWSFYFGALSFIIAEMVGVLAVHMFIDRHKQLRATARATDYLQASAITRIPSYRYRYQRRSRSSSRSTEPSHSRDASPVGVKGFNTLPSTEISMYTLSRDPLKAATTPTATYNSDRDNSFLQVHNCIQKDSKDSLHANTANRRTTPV
# Target sequence (P19491 whole entry, looked up): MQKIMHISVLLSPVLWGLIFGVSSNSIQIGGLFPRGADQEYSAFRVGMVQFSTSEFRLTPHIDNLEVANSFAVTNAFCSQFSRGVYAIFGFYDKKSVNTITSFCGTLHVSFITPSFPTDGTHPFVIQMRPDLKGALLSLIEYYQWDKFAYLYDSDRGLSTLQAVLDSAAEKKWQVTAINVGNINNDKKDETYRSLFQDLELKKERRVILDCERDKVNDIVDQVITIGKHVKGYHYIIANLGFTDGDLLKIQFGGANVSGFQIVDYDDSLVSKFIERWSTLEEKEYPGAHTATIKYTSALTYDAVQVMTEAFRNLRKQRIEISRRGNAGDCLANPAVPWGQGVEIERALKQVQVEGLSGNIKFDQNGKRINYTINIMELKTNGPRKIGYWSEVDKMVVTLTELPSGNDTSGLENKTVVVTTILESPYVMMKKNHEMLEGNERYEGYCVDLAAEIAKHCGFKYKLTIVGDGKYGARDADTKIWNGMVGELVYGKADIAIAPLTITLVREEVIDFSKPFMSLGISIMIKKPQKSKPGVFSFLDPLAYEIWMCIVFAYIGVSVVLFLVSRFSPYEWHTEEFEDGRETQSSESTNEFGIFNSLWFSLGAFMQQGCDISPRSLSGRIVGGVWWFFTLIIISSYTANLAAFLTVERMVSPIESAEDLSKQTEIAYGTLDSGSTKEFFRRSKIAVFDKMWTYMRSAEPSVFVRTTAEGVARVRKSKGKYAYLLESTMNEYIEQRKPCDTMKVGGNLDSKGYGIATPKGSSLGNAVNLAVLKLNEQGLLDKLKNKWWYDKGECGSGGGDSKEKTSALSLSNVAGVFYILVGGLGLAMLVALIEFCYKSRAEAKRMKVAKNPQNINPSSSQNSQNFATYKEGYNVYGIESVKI
# GluA2 TARP mod agonism max-min = second read-out of GluA2 TARP mod, no call of its own (marks repeat the call); compound max-min signal; compound-alone response (agonism);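 unitless range of fluorescence divided by baseline over first 100 seconds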
# GluA2 TARP mod glutamate slope = further read-out of GluA2 TARP mod, marked with its call; glutamate slope, % of max; measured here: glutamate response slope, % max;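 scaled per plate between vehicle wells and maximal 1 mM glutamate control wells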
# Active calls of the source: *; i = inactive; + = active, no number; & = joins results of further samples. A portion of the library; the hit share may differ from the screen's.
Compound	GluA2 TARP mod	GluA2 TARP mod agonism max-min	GluA2 TARP mod glutamate slope
CCN1CCN(c2nc3c(c(=O)[nH]c(=O)n3C)n2CC(O)COc2ccc(Cl)cc2)CC1 (centres undefined)	+	0.3*	66*
Cc1cccc(CS(=O)(=O)NCC2CCN(C(=O)NC(C)(C)C)CC2)c1	i	0.061	57
CCCCCCn1c(N2CCN(CC(=O)OCc3ccccc3)CC2)nc2c1c(=O)[nH]c(=O)n2C	i	0.088	11
CCC(C)n1c(C)cn2c3c(=O)n(Cc4ccc(Cl)cc4)c(=O)n(C)c3nc12 (centres undefined)	i	0.1	62
CCN(CC)C(=O)Cn1cnc2c(cnn2-c2ccccc2C)c1=O	i	0.099	68
COc1cccc(C(CNC(=O)c2nc3ccccc3s2)N2CCOCC2)c1 (centres undefined)	i	0.1	59
CCN(CC)CCNC(=O)C(=O)Nc1ccc(N2CCCCS2(=O)=O)cc1	i	0.095	76
Cc1oc2c3c(ccc2c(=O)c1-c1ccc(F)cc1)OCN(CCCOC(C)C)C3	i	0.086	47
Cc1cc(OCC(=O)Nc2ccc(S(=O)(=O)N3CCc4ccccc43)cc2)ccc1Cl	i	0.073	45
CCC(C)n1c(C)cn2c3c(=O)n(Cc4cccc(C)c4)c(=O)n(C)c3nc12 (centres undefined)	i	0.1	69
CCC(Oc1ccccc1)C(=O)Nc1cc(Cl)c(OC)cc1OC (centres undefined)	i	0.046	54
O=C1CCCC(=O)N1CCS(=O)(=O)N1CCN(c2cccc(Cl)c2Cl)CC1	i	0.11	58
Cc1ccc(-c2cc(=O)n(CC(=O)N3CCN(c4ccc(F)c(Cl)c4)CC3)cn2)cc1	i	0.11	48
CCCCn1c(SCc2nc(-c3ccc(C)cc3)no2)nc2ccsc2c1=O	i	0.091	79
COc1ccc(C(CNS(=O)(=O)c2ccc(F)c(C)c2)N2CCN(C)CC2)cc1 (centres undefined)	i	0.045	48
COc1ccc(NC(=O)Nc2ccc(Cl)cc2)cc1N1CCCC1=O	i	0.14	53
Cc1ccc(Oc2ccc(N(C)C(=O)c3ccc(S(=O)(=O)N(C)C)cc3)cc2)nn1	i	0.066	61
CC1CCCCN1CCNC(=O)c1ccc2c(=O)n(Cc3ccc(Cl)cc3)c(=S)[nH]c2c1 (centres undefined)	i	0.088	85
COc1ccc(COc2ccc3c(=O)c(-c4ccccc4OC)coc3c2)cc1	i	0.027	62
Cc1c(NC(=O)CN2C(=O)c3ccccc3S2(=O)=O)c(=O)n(-c2ccccc2)n1C	i	0.11	61
COc1ccccc1OCC(O)Cn1c(C2CC(=O)N(c3ccc(C)cc3)C2)nc2ccccc21 (centres undefined)	i	0.099	58
CCCCN(C(=O)c1cc2c(=O)n(C)c(=O)n(C)c2s1)c1ccccc1	+	0.067*	62*
O=C(c1cc(-c2cccs2)[nH]n1)N1CCC(Cn2cnc3ccccc32)CC1	i	0.13	54
Cc1ccc(C(CNC(=O)c2ccc(Br)o2)N(C)C)cc1 (centres undefined)	i	0.047	41
COCCNc1oc2c(c1-c1ccc(OC)cc1)c(=O)oc1c(C)cccc12	i	0.21	56
COc1cc(C)c(Cl)cc1S(=O)(=O)NC1CCCCCC1	i	0.11	62
Cc1ccsc1C(O)CNC(=O)C1COc2ccccc2O1 (centres undefined)	i	0.12	55
O=C(NCC1CCN(C(=O)c2ccccc2F)CC1)C(=O)Nc1ccc2c(c1)OCCO2	i	0.095	58
CCOC(=O)N1CCN(CC(O)COCc2ccccc2)CC1 (centres undefined)	i	0.043	62
COc1cccc(NC(=O)N2CCN(Cc3ccsc3)CC2)c1OC	i	0.084	67
Cc1cc(C)n(CC(=O)Nc2ccc(C(=O)N3CCc4ccccc4C3)cc2)c(=O)c1C#N	i	0.098&0.041	51&101
CCN1CCCc2cc(CCNC(=O)C(=O)Nc3cc(Cl)ccc3C)ccc21	i	0.067	-4
CC(C)CNC(=O)c1ccccc1NS(=O)(=O)c1ccc(F)cc1	i	0.077	41
COc1ccc(S(=O)(=O)NCC(C)(O)C2CC2)cc1Cl (centres undefined)	i	0.13	62
CCOC(=O)c1ccc(-n2c(C)cn3c4c(=O)n(CC(N)=O)c(=O)n(C)c4nc23)cc1	i	0.049	44
COC(=O)c1ccccc1N(C)C(=O)C1COCC(=O)N1Cc1ccccc1 (centres undefined)	i	0.031	49
CN(Cc1ccccc1)C(=O)c1ccc(Cn2c(=O)[nH]c3ccccc3c2=O)cc1	i	0.11	55
CCNc1nn(CC(=O)Nc2ccc(C)c(Cl)c2)c(N)c1-c1nc(-c2ccccc2C)no1	i	0.12	54
Cc1ccc(S(=O)(=O)Nc2cccc(C(=O)N3CCOCC3)c2)cc1	i	0.069	77
CCC(=O)Nc1ccc(Cl)c(NC(=O)CSc2ccc(Cl)cc2)c1	i	0.048	43
O=C(Nc1cccc(F)c1)c1ccc(=O)n(Cc2ccccc2Cl)c1	i	0.15	53
CCC(=O)N1CCN(c2ncnc3c2nnn3-c2ccc(OC)cc2)CC1	i	0.14	70
Cc1ccc([N+](=O)[O-])cc1NC(=O)C(=O)NCC(c1cccc2ccccc12)N1CCOCC1 (centres undefined)	i	0.15	57
COc1cc(OC)c(NC(=O)NCCNc2nc(C)cc(N3CCCCC3)n2)cc1Cl	+	0.24*	64*
CC(C)Cc1cnc2c(c1SCC(=O)NC1CCCC1)c(=O)n(C)c(=O)n2C	+	0.026*	37*
COc1cccc2cc(C(=O)Nc3nnc(-c4cc(C)nn4C)o3)oc12	+	0.24*	61*
O=C(CCCCn1c(=O)[nH]c2ccccc2c1=O)NCc1cccnc1	i	0.05	42
CCc1ccc(C2C(C(=O)Nc3ccc(F)cc3)=C(C)NC3=C2C(=O)CC(c2ccccc2)C3)cc1 (centres undefined)	i	0.12	43
Cc1ccc(NC(=O)CN2CCC(Cn3cnc4ccccc43)CC2)cc1Cl	i	0.082	44
CCCCc1ccc(NC(=O)/C=C2\SC(=O)NC2=O)cc1	i	0.043	55

# Exported with values ahead of the structure: entries from further up.
GluA2 TARP mod	GluA2 TARP mod agonism max-min	GluA2 TARP mod glutamate slope	structure
i	0.095	58	O=C(NCC1CCN(C(=O)c2ccccc2F)CC1)C(=O)Nc1ccc2c(c1)OCCO2
i	0.069	77	Cc1ccc(S(=O)(=O)Nc2cccc(C(=O)N3CCOCC3)c2)cc1

# Later entries.
Compound	GluA2 TARP mod	GluA2 TARP mod agonism max-min	GluA2 TARP mod glutamate slope
COc1ccc(-c2c(C)oc3c4c(ccc3c2=O)OCN(CC(C)C)C4)cc1OC	i	0.097	52
Cc1ccc(S(=O)(=O)N(C)c2cc(S(=O)(=O)N(C)c3cccc(C)c3)c(C)cc2C)cc1	i	0.047	62
O=C1Cc2cc(NC(=O)NCCCc3ccccc3)ccc2N1	i	0.071	61
Cc1cc(C(=O)NCCOc2ccc3nnc(-c4ccccc4)n3n2)c(C)o1	i	0.073	32
CSc1cccc2sc(NC(=O)Cc3ccc(S(C)(=O)=O)cc3)nc12	i	0.062	49
O=C(CN1C(=O)c2ccccc2S1(=O)=O)Nc1ccccc1C(F)(F)F	i	0.099	47
CCCNC(=O)Cn1cnc(-c2ccc(C)cc2)cc1=O	i	0.097	51
COc1ccc(NC(=O)COC(=O)c2cc(C(C)=O)n3ccccc23)cc1Cl	i	0.14	55
COCCNC(=O)CSc1ccnc2c1c(=O)n(C)c(=O)n2C	i	0.094	40
NC(=O)Cn1nnn(-c2ccc(NC(=O)Nc3ccc(Cl)c(Cl)c3)cc2)c1=O	i	0.16	56
CCOc1ccc(S(=O)(=O)NCc2ccsc2)cc1F	i	0.032	53
O=C(NCCCn1nc(-c2ccco2)ccc1=O)Nc1ccccc1F	i	0.079	63
CCOC(=O)Cn1c(C2CC(=O)N(c3cc(C)cc(C)c3)C2)nc2ccccc21 (centres undefined)	i	0.093	55
O=C(Nc1cc(Cl)cc(Cl)c1)N1CCN(c2ccc(-c3ccco3)nn2)CC1	i	0.095	58
CC(=O)N1CCc2c(sc(NC(=O)CCCS(=O)(=O)c3ccc(C)cc3)c2C(N)=O)C1	i	0.088	54
COc1ccccc1NC(=O)C(=O)NCCC1CCCCN1S(=O)(=O)c1ccc(F)cc1 (centres undefined)	i	0.079	62
CCOc1ccccc1S(=O)(=O)NCC1CCN(c2ccccn2)CC1	i	0.1	64
COc1ccc(C(C)C)cc1S(=O)(=O)N1CCC(C(N)=O)CC1	i	0.11	63
O=C(NCCn1nc(-c2ccccc2)ccc1=O)Nc1ccc(Cl)cc1	i	0.11	48
Cc1cc(NS(=O)(=O)c2c(C)noc2C)n(C2CCS(=O)(=O)C2)n1 (centres undefined)	i	0.1	59
CCCNC(=O)CCCCn1c(=O)c2ccccc2n(CC(=O)Nc2ccccc2Cl)c1=O	+	0.046*	52*
COc1ccc(NC(=O)CSc2ncc(S(=O)(=O)c3ccc(F)c(C)c3)c(=O)[nH]2)cc1Cl	i	0.073	53
CC(C)(C)c1cc(N2CCOCC2)n2ncc(-c3ccccc3)c2n1	i	0.085	60
COc1ccc2nc(-c3cccc(NC(=O)c4c(F)cccc4Cl)c3)cn2n1	i	0.031	33
CCCc1nnsc1C(=O)Nc1nc(-c2cc(OC)ccc2OC)cs1	i	0.15	80
O=C(NCCO)C(=O)Nc1ccc(N2CCCCS2(=O)=O)cc1	i	0.11	68
CCCCNC(=O)/C(C#N)=C\Nc1cc(OC)c(OC)cc1C(=O)OC	i	0.22	64
COc1ccc(CC(=O)N2CCN(c3ccc(-c4ccc(F)cc4)nn3)CC2)cc1OC	i	0.088	50
Cc1ccc(N2CC(C(=O)N3CCC(c4nnc(-c5ccco5)s4)CC3)CC2=O)cc1 (centres undefined)	i	0.068	61
C/C(=C/C(=O)O)C(=O)Nc1nc(-c2cccs2)cs1	i	0.077&0.048	61&95
CC(C)(C)NC(=O)NCC1(O)CCOCC1	i	0.08	46
COc1cn(CC(=O)Nc2cccc(C(F)(F)F)c2)c(CSc2nc(C)cs2)cc1=O	i	0.046	42
NS(=O)(=O)c1ccc(NC(=O)CN2C(=O)SC(=C3CCCCC3)C2=O)cc1	i	0.055	57
O=C(c1cccs1)N(C(=O)N1CCCCC1)c1ccc(Cl)cc1	+	0.03*	55*
CCOc1cccc(-c2noc(Cn3c(=O)n(CCc4ccccc4)c(=O)c4sccc43)n2)c1	i	0.052	55
COc1ccc(CC(=O)Nc2nnc(-c3ccnn3C(C)C)o2)cc1C	i	0.049	24
CCOc1ccccc1NC(=O)CN1CCC(c2nnc(-c3ccco3)s2)CC1	i	0.048	70
COc1ccccc1Oc1coc2c3c(ccc2c1=O)OCN(C1CC1)C3	i	0.049	41
O=C(NCC(O)(c1cccs1)C1CC1)C1CCC1 (centres undefined)	i	0.079	37
CS(=O)(=O)N1CCCC(C(=O)Nc2ccc3c(c2)OCCO3)C1 (centres undefined)	i	0.089	48
Cc1ccc(NC(=O)N2CCN(c3ccc(Nc4ccncc4)nn3)CC2)cc1F	i	0.18	54
CCOc1cc(C(=O)Nc2cc3c4c(c2)CCN4C(=O)CC3)cc(OCC)c1OCC	i	0.098	51
COc1cccc(C(=O)Nc2nnc(Cc3cccs3)o2)c1	i	0.064	46
COc1ccc(-c2noc(Cn3ccn4nc(-c5ccc(C)c(C)c5)cc4c3=O)n2)c(OC)c1	i	0.12	74
COC(=O)c1c(NC(=O)C2CCCN(S(C)(=O)=O)C2)sc(C)c1C (centres undefined)	i	0.096	53
O=C(c1cc2cc([N+](=O)[O-])ccc2s1)N(CCN1CCOCC1)c1nc2ccc(F)cc2s1	+	0.046*	75*
CN1CCc2c(n(CC(O)CN3CCCC3)c3ccccc23)C1=O (centres undefined)	i	0.064	33
CC(C)c1cc(=O)[nH]c(-n2nc(-c3ccco3)cc2NC(=O)c2cc(-c3ccccc3)on2)n1	i	0.099	58
Cc1cc(C(=O)NCC(O)c2cccn2C)c(C)o1 (centres undefined)	i	0.096	69
CCOC(=O)c1c(NCc2ccccc2OC)c2cccc(Cl)c2[nH]c1=O	i	0.078	70

# Next section.
Compound	GluA2 TARP mod	GluA2 TARP mod agonism max-min	GluA2 TARP mod glutamate slope
COc1ccc(/C=C/C(=O)c2cc(Br)ccc2O)c(OC)c1	i	0.1	67
O=C(Cc1cccc2ccccc12)NCCCN1CCOC(c2ccccc2)C1 (centres undefined)	i	0.057	40
COc1cn2c(cc1=O)C(=O)N(CCNC(=O)c1cnccn1)CC2	i	0.12	61
O=C(Nc1ccc(C(F)(F)F)cc1)c1ccc(=O)n(Cc2ccc(C(F)(F)F)cc2)c1	i	0.097	43

# Some of these compounds in order of length of the SMILES, low to high:
Compound	GluA2 TARP mod	GluA2 TARP mod agonism max-min	GluA2 TARP mod glutamate slope
Cc1cc(C(=O)NCC(O)c2cccn2C)c(C)o1 (centres undefined)	i	0.096	69
COc1ccc(/C=C/C(=O)c2cc(Br)ccc2O)c(OC)c1	i	0.1	67
COc1cn2c(cc1=O)C(=O)N(CCNC(=O)c1cnccn1)CC2	i	0.12	61
CCOC(=O)c1c(NCc2ccccc2OC)c2cccc(Cl)c2[nH]c1=O	i	0.078	70

# Full records, looked up by structure:
# COc1ccc(C(CNS(=O)(=O)c2ccc(F)c(C)c2)N2CCN(C)CC2)cc1 (centres undefined) as listed: GluA2 TARP mod = i; GluA2 TARP mod agonism max-min = 0.045; GluA2 TARP mod glutamate slope = 48
# COc1cccc(C(=O)Nc2nnc(Cc3cccs3)o2)c1 as listed: GluA2 TARP mod = i; GluA2 TARP mod agonism max-min = 0.064; GluA2 TARP mod glutamate slope = 46
# Cc1ccc(Oc2ccc(N(C)C(=O)c3ccc(S(=O)(=O)N(C)C)cc3)cc2)nn1 as listed: GluA2 TARP mod = i; GluA2 TARP mod agonism max-min = 0.066; GluA2 TARP mod glutamate slope = 61

# Screens (PubChem)
